HP1b binding inh = HTS for Inhibitors of HP1-beta Chromodomain Interactions with Methylated Histone Tails; Chromobox protein homolog 1 (Homo sapiens), P83916; AlphaScreen HP1-beta / biotin-H3K9me3 peptide binding; Potency, µM (highest dose often 114 µM), for the others: top-dose activity change, negative = inhibition, most hits filed as inhibitors; actives 0.56% (n = 390,000); also: potency is read from the fitted curve at half-maximal effect; nearly all actives have a fitted effect of over 70% in size; inactives centre near 23
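Compound inhibition of the preformed complex between 50 nM HP1-beta and 50 nM biotinylated H3K9me3 peptide was read by AlphaScreen. Buffer was PBS pH 7.4 with 0.01% Tween-20. Incubations ran 30 min at room temperature, with 10 ug/mL donor/acceptor beads.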
IDH1 R132H inh = qHTS for Inhibitors of mutant isocitrate dehydrogenase 1 (IDH1): qHTS. IDH1-R132H enzyme, NADPH consumption, diaphorase/resazurin fluorescence. Potency, µM (doses to about 76.6 µM), inactives show top-dose activity change, negative = inhibition, most hits filed as inhibitors. actives 0.093% (n = 390,000). AID 602179, 2012; also: potency is read from the fitted curve at half-maximal effect; % is scaled to controls: 0 for no effect and ±100 for the full control effect; nearly all actives have a fitted effect of over 65% in size
Target sequence (O75874 whole entry R132H, stated change not applied): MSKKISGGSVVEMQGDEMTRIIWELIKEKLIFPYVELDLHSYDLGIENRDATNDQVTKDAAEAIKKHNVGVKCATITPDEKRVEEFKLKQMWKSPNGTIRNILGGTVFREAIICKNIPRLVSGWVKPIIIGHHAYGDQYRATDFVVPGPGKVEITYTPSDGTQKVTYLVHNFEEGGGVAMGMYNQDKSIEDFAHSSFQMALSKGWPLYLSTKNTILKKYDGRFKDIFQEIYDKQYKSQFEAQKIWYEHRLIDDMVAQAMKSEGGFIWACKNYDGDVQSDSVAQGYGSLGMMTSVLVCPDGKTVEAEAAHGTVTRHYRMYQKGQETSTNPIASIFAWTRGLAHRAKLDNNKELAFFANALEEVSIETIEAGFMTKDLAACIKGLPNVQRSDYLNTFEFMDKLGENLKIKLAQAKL
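IDH1-R132H (0.5 ug/mL) preincubated 30 min with compound, then NADPH (0.016 mM) and alpha-KG (2 mM) added; 80 min at RT, pH 7.5. Remaining NADPH coupled via diaphorase/resazurin to fluorescence (540/590 nm); concentration-response curves normalized to no-enzyme control.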
PGK inhibitor = qHTS Assay to Find Inhibitors of Phosphoglycerate Kinase | Phosphoglycerate kinase, glycosomal (Trypanosoma brucei brucei), P07378 | PGK/GAPDH coupled, Kinase-Glo luminescence, 60 min | Potency, µM (highest dose often 57.5 µM), inactives show at the top dose activity change, negative = inhibition, actives largely listed as inhibitors | actives 0.043% (n = 380,000); also: potency is read from the fitted curve at half-maximal effect; % is scaled to controls: 0 for no effect and ±100 for the full control effect; nearly all actives have a fitted effect of over 60% in size
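Luminescent ATP detection (Kinase-Glo Plus) follows a 60-minute room-temperature incubation, with wells lacking PGK as controls. Buffer: 100 mM TEA (pH 7.6), 5 mM MgCl2, 0.01% Tween-20. Coupling enzyme GAPDH (100 nM final) supplies unstable 1,3-BPG in-well.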
GLS inhibitor = qHTS for Inhibitors of Glutaminase (GLS). Potency, µM (top dose mostly 45.5 µM), for inactives: at the highest dose activity change, negative = inhibition, usual class: inhibitors. actives 0.21% (n = 410,000). GLS enzymatic activity, qHTS titration. Glutaminase kidney isoform, mitochondrial (Homo sapiens), O94925. AID 624170, 2012; also: potency is read from the fitted curve at half-maximal effect; % is scaled to controls: 0 for no effect and ±100 for the full control effect
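Enzyme dispensed in phosphate buffer (45 mM, pH 8.2, 0.02% Tween-20), compounds pinned in, then 1 mM L-glutamine solution and the glutamate oxidase–HRP–Amplex Red mix added; fluorescence read immediately and again after 30 min at room temperature.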
TrxR1 substrate = qHTS Assay for Substrates of Mammalian Selenoprotein Thioredoxin Reductase 1 (TrxR1): qHTS | AID 588456, 2011 | actives 0.01% (n = 390,000) | Thioredoxin reductase 1, cytoplasmic (Rattus norvegicus), O89049 | Potency, µM (series often up to 114 µM), for the others: at the highest dose activity change, negative = substrate turnover | purified TrxR1 substrate turnover, NADPH consumption readout; also: potency is read from the fitted curve at half-maximal effect; % is scaled to controls: 0 for no effect and ±100 for the full control effect; nearly all actives have a fitted effect of over 50% in size
Target sequence (O89049 whole entry, looked up): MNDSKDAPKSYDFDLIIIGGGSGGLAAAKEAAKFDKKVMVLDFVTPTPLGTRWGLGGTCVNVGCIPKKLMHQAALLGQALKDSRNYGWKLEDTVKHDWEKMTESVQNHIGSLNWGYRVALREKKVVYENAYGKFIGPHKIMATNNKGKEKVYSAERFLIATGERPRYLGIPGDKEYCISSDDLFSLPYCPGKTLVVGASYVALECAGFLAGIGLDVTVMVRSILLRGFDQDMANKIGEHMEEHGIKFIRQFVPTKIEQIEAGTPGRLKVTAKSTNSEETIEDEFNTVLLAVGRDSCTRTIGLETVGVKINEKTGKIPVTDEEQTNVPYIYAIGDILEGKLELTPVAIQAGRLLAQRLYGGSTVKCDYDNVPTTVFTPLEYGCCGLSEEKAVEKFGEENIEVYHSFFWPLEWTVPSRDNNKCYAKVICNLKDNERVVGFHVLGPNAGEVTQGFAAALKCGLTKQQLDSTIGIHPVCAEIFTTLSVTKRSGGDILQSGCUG
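Rat TrxR1, dispensed at 90 nM, was prereduced with 400 uM NADPH (final) for 5 min at ~22 deg C, then incubated with compound 15 min before 400 uM selenite. A first-read NADPH fluorescence drop versus no-compound background flagged substrates.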
rTrxR1 inhibitor = qHTS Assay for Inhibitors of Mammalian Selenoprotein Thioredoxin Reductase 1 (TrxR1): qHTS. recombinant rTrxR1, NADPH fluorescence consumption, selenite substrate. Potency, µM (titrated, usually from 114 µM), for the others: top-dose activity change, negative = inhibition, usual class: inhibitors. actives 1% (n = 390,000). AID 588453, 2011; also: potency is read from the fitted curve at half-maximal effect; % is scaled to controls: 0 for no effect and ±100 for the full control effect; nearly all actives have a fitted effect of over 65% in size
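Rat TrxR1 (90 nM in the dispensed reagent) was pre-reduced with 400 uM NADPH for 5 min at room temperature, then incubated with compound for 15 min. After 400 uM selenite was added, NADPH fluorescence (Ex 340/Em 450 nm) was followed for 8 min.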
USP1-UAF1 inh = Inhibitors of USP1/UAF1: Primary Screen; Ubiquitin carboxyl-terminal hydrolase 1 (Homo sapiens), O94782; recombinant USP1/UAF1, Ub-Rhodamine cleavage fluorescence; Potency, µM (highest dose often 57.1 µM), without a hit: at the top dose activity change, negative = inhibition, hits mostly inhibitors; actives 0.23% (n = 390,000); AID 743255, 2014; also: potency is read from the fitted curve at half-maximal effect; % is scaled to controls: 0 for no effect and ±100 for the full control effect; nearly all actives have a fitted effect of over 60% in size; inactives centre near -12
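In this screen, compounds sit with the deubiquitinase complex (1nM) for 15 min at room temperature before Ub-Rho is added at 150nM final. Fluorescence rise is then followed for 6 reads every 60 seconds.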
PI4K2A block = qHTS for small molecular inhibitors of PI4K2A. Phosphatidylinositol 4-kinase type 2-alpha (Homo sapiens), Q9BTU6. purified PI4K2A, ADP-Glo luminescence, 1 h; stronger effect = lower value. activity change, negative = inhibition, % at 76.9 µM. actives 0.13% (n = 420,000). AID 1346378, 2018; in the data active = activity change below about -50%; inconclusive = mostly about -30% to -49%;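 also: -100% = wells without enzyme as full effect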
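In this quantitative HTS, ADP production by PI4K2A was quantified luminescently after 1 h at ambient temperature; 100 microM adenosine served as plate-quality control.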
Pin1 inhibitor = qHTS Assay to Find Inhibitors of Pin1; Pin1 FP peptide displacement, HiFluor488, 10 min; Potency, µM (doses to about 115 µM), for the others: at the highest dose activity, negative = inhibition, hits mostly inhibitors; actives 0.009% (n = 390,000); active = well fitted inhibition curve with a large enough effect in the polarisation, with a control signal flat, not every such curve was filed as active; inconclusive = small, poorly fitted or top-dose-only effect, or effect the other way, or a change in a side signal; inactive = no such curve, though single readings can be large or run the other way; the % refers to the polarisation; also: potency is read from the fitted curve at half-maximal effect; % is scaled to controls: 0 for no effect and ±100 for the full control effect
Target sequence (Q13526 whole entry, looked up): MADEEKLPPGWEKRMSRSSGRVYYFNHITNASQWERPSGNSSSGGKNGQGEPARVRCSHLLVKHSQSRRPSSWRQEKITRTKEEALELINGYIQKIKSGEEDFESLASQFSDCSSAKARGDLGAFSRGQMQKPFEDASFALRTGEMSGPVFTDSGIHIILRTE
Starred values were filed as active, the others as inactive; i = inactive; u = inconclusive; x = no result given; [ ] = another dose, or the depositor's remark. Unless noted, calls follow the shape of the dose curve; as a rule, active = well fitted curve in the direction sought with a large enough effect; inconclusive = small, poorly fitted or top-dose-only effect, or another doubt; inactive = no such curve, though single readings can be large; an effect the other way counts as inactive or inconclusive. Some of the compounds tested (hit frequency here may not be typical).

SMILES	HP1b binding inh	IDH1 R132H inh	PGK inhibitor	GLS inhibitor	TrxR1 substrate	rTrxR1 inhibitor	USP1-UAF1 inh	PI4K2A block	Pin1 inhibitor
COc1ccccc1NC(=O)CSc1nnc(C)n1CCc1ccccc1	74.1%[activator]	6.1%	u	-1.9%	-7.2%	-11.3%	-13.4%	1.7	5.0%
Cc1cc(C)cc(-n2ccn(CC(=O)Nc3ccccc3C(F)(F)F)c(=O)c2=O)c1	30.1%	0.0%	2.1%	-0.7%	8.9%	26.4%	-12.6%	-3.4	0.6%
COc1ccccc1CNc1ncnc2c1cnn2-c1ccc(C)cc1	7.5%	23.0%	-6.5%	-3.8%	7.3%[57.1 µM]	23.6%[57.1 µM]	u	3.1	1.2%
CCCOC(=O)c1ccc(NC(=O)CN(C)Cc2cccs2)cc1	93.2%[activator]	1.4%	3.7%	-3.6%	1.4%	33.0%	-20.2%	21.2	5.6%
COc1ccc(Cn2c(SCc3ccc(C(=O)NC(C)c4ccccc4)cc3)nc3cccnc32)cc1 (centres undefined)	27.5%	-4.5%	i	-3.7%	26.3%	64.1%	u	-2.6	24.1%
O=C(COC(=O)c1cccs1)c1ccc2c(c1)OCCO2	27.0%	1.2%	x	-5.1%	2.0%	6.8%	-12.8%	u	u
Cc1ccc(N)c([N+](=O)[O-])c1	21.8%	-6.6%	9.6%	-5.3%	0.3%	5.0%	-20.3%	3.4	-1.7%
CCc1ccc(S(=O)(=O)NCc2csc(-c3cccnc3)n2)s1	36.6%	5.3%	-1.3%	-0.9%	-1.5%[57.1 µM]	-0.4%[57.1 µM]	-0.7%	-3.8	-8.0%
COc1ccc(C(=O)C(c2ccccc2)N2CCOCC2)cc1 (centres undefined)	40.8%[activator]	6.4%	i	-6.3%	-0.5%	2.9%	-23.7%	1.2	3.2%
O=C(O)C1CC(=O)N(Cc2ccccc2)C1 (centres undefined)	69.1%[activator]	2.4%	-5.6%	-9.5%	5.2%	11.4%	-17.6%	-0.6	-3.2%
O=C1CCC(=O)N1OCCOc1ccccc1	12.3%	0.0%	5.0%	-6.9%	-4.8%	-4.8%	-3.1%	-5.9	0.8%
CCN(Cc1ccncc1)C(=S)NCc1ccccc1	7.3%	1.6%	-4.8%	-0.4%	-4.7%[57.1 µM]	15.2%[57.1 µM]	-16.4%	2.7	-1.1%
CCCNC(=O)CS(=O)(=O)Cc1nc(-c2ccccc2C)oc1C	14.0%	2.6%	-5.2%	-8.7%	7.1%[57.1 µM]	-0.7%[57.1 µM]	-24.4%	1.3	1.6%
N#Cc1sc2nc3c(c(-c4cccnc4)c2c1N)CCC3	37.6%[activator]	0.0%	x	3.0%	-9.2%	5.6%	-8.2%	-2.9	-0.7%
O=C(NNC(=S)NC(=O)c1ccccc1)c1cccc([N+](=O)[O-])c1	-14.1%	-1.3%	-2.8%	u	-14.1%	-20.5%[57.1 µM]	-3.6%	-6.1	-3.2%
CC(C)CN(C(=O)c1cccs1)C1CCS(=O)(=O)C1 (centres undefined)	18.7%	-6.8%	-3.9%	1.0%	4.7%[57.1 µM]	10.0%[57.1 µM]	-18.3%	-1.5	-3.2%
Cc1noc(C)c1COc1ccccc1C(=O)N1CCN(S(=O)(=O)c2ccccc2Br)CC1	46.6%[activator]	1.6%	-0.4%	-4.7%	5.8%	22.4%	-19.0%	-5.2	-0.4%
Cc1ccc(C(=O)Nc2nc3ccc(Cl)cc3s2)o1	22.8%	0.9%	1.4%	3.7%	20.8%	16.1%[57.1 µM]	-4.6%	-4.0	-4.0%
CCOc1ccc(/C=N/OCC(=O)Nc2cc(S(=O)(=O)N3CCOCC3)ccc2OC)cc1	30.8%	-0.7%	-5.9%	-0.9%	0.7%	19.9%	-2.1%	1.6	-1.5%
Cc1cc(C)cc(-n2c(SCC(=O)N3CCC(C)CC3)nc3c([nH]c4ccccc43)c2=O)c1	16.3%[57 µM]	5.9%	4.8%	3.8%	4.7%[57.1 µM]	16.3%[57.1 µM]	-12.0%	1.6	8.3%
Cc1ccc(C)c(S(=O)(=O)Nc2ccccc2C(=O)Nc2cc(C)on2)c1	9.7%	-3.1%	-6.8%	18.5%	39.8%[activator][57.1 µM]	-19.5%[57.1 µM]	-11.8%	-2.1	22.7%
COc1cc(C(=O)OCC#N)ccc1OCc1c(C)noc1C	46.5%[activator]	-0.5%	0.8%	1.6%	-5.3%	-4.9%	3.6%	-1.3	0.6%
Cc1ccc(NC(=S)NC2CCN(Cc3ccccc3)CC2)cc1	10.2%	1.8%	8.2%	-10.2%	-8.2%	-21.6%	-14.7%	-2.8	-0.1%
COc1ccc(C(=O)Nc2cc(C)nc3ccccc23)cc1OC	9.4%	-5.1%	0.7%	14.8%	-4.6%	-31.8%	-2.0%	8.9	0.8%
Cc1ccc(NC(=O)Cn2c(=O)n(-c3ccccc3)c(=O)c3ccc(C(=O)NCc4ccc5c(c4)OCO5)cc32)cc1	30.4%	5.1%	-0.1%	-12.9%	15.2%	3.7%	u	-3.1	5.5%
Next section
SMILES	HP1b binding inh	IDH1 R132H inh	PGK inhibitor	GLS inhibitor	TrxR1 substrate	rTrxR1 inhibitor	USP1-UAF1 inh	PI4K2A block	Pin1 inhibitor
CC(C)(C)c1ccc(S(=O)(=O)Nc2ccccn2)cc1	49.0%[activator]	-3.5%	-9.4%	-14.1%	1.4%	3.6%	-6.6%	-1.2	-0.1%
Cc1nn(C)cc1/C=N/O	21.0%	0.3%	-3.5%	19.3%	-5.2%	-8.1%	-15.0%	-0.1	-1.6%
COC(=O)C1=C[C@@H](C(=O)OC)[C@@H]2C3=C(C(=O)[C@@]2(C)NC(=O)c2ccccc2)[C@H](C)[C@@H]2C(=O)N(c4ccccc4)C(=O)[C@@H]2[C@@H]3C1	27.4%	x	x	x	-2.6%	-16.2%	x	x	u
CCOC(=O)c1ccc(CN(Cc2ccc(Br)cc2)S(=O)(=O)c2cccc(C(F)(F)F)c2)cc1	40.5%[activator]	-4.4%	5.5%	7.7%	1.5%[57.1 µM]	35.5%[activator][57.1 µM]	-16.8%	0.6	-6.3%
COc1cccc(-n2c(-c3cccc(S(=O)(=O)N(C)C)c3)n[nH]c2=S)c1	13.8%	3.6%	4.6%	-37.3%	7.3%[57.1 µM]	-13.4%[57.1 µM]	-16.8%	-1.0	-9.5%
Cc1ccc(C)c(NS(=O)(=O)c2cc(C(=O)N3CCCC3)ccc2Cl)c1	-3.4%	9.3%	2.1%	4.3%	0.5%[57.1 µM]	5.8%[57.1 µM]	0.4%	-0.9	-3.8%
Cc1csc(NC(=O)CSc2nc3[nH]ncc3c(=O)[nH]2)n1	25.7%	-3.0%	4.5%	29.0%	-0.3%	26.6%	-22.8%	-4.0	-6.5%
CS(=O)(=O)c1ccc(C(=O)N2CC(=O)Nc3ccccc32)cc1	25.1%	7.9%	i	4.5%	-2.7%	-2.9%	-23.6%	1.7	-9.3%
CC1CCN(C(=O)Cn2c3ccccc3c3nc4n(c(=O)c32)CCCS4)CC1	24.7%	-5.8%	-2.6%	-0.4%	4.4%	4.3%	-7.7%	-0.9	-5.4%
COc1cc2c3c(c1OC)C1(C=CC(=O)C=C1)CC3N(C(=O)CCC(=O)O)CC2 (centres undefined)	7.0%	9.7%	-2.7%	-5.9%	-1.6%	9.7%	-10.1%	1.1	6.2%
Cc1c(C)c(C)c(C(=O)CCc2cccc(NC(=O)CCC(=O)O)c2)c(C)c1C	23.2%	-6.3%	x	-0.1%	0.3%	8.6%	-6.1%	0.6	-8.6%
Cc1cccc(NC(=O)CCCN2C(=S)NC(C)(C)CC2C)c1C (centres undefined)	17.9%	0.2%	9.2%	4.1%	9.6%[57.1 µM]	13.6%[57.1 µM]	-17.7%	0.5	-11.0%
O=C(NC1CCCCC1)c1ccc(CNc2c(N3CCOCC3)c(=O)c2=O)cc1	29.8%	0.1%	i	15.2%	-5.3%	25.5%	-13.8%	-1.8	0.1%
CC1CCC2(CC1)NC(=O)N(CC(=O)NCc1ccc(Cl)cc1)C2=O (centres undefined)	23.5%	-1.8%	-8.4%	-11.9%	3.1%	7.1%	-8.0%	-0.5	-10.2%
CCNS(=O)(=O)c1cccc(C(=O)c2c(C)cc3ccccn23)c1	3.3%	-1.8%	-6.8%	-6.6%	-6.0%	-14.7%	-23.2%	4.8	-0.7%

Looked up above.
Result for `Cc1ccc(C)c(NS(=O)(=O)c2cc(C(=O)N3CCCC3)ccc2Cl)c1` under rTrxR1 inhibitor: 5.8%[57.1 µM]
Result for `CCOC(=O)c1ccc(CN(Cc2ccc(Br)cc2)S(=O)(=O)c2cccc(C(F)(F)F)c2)cc1` under Pin1 inhibitor: -6.3%
